KCNQ1 block: inhibitors of human KCNQ1 channel, primary screen, cell-based, thallium flux, high-throughput | CHO-K1 KCNQ1, FluxOR thallium flux fluorescence; active compounds read high | 310,000 tested, 1.3% active | B-score at 10 µM;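 active means compounds whose thallium flux B-score, printed positive for inhibition, exceeds three library SD while starting fluorescence stays within three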;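 further: channel opened by potassium depolarization with thallium stimulus after 20 min compound exposure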
KCNQ1 pot: potentiators or activators of KCNQ1 channel, primary screen, cell-based, thallium flux, high-throughput | 310,000 tested, 0.35% active | AID 2648, 2010 | CHO-K1 KCNQ1, thallium flux FluxOR fluorescence; active compounds read high | B-score at 10 µM;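 active means fluorescence ratio B-score, a plate-corrected score, at least three library SD, with initial intensity B-score within 5 SD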
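Assay system: CHO-K1 cells stably expressing KCNQ1. Medium: assay buffer for compound exposure, DMSO matched across wells. Timing: 37 °C overnight plating, 90-min dark dye load, 20-min compound pretreatment. Signal: kinetic FluxOR fluorescence, 10 s baseline plus 110 s post-stimulus.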
TRPC4 act: activators of mouse TRPC4 channel, primary screen, Fluo4 calcium, HEK293 TRPC4beta/mu-opioid cells. Fluo4 calcium fluorescence; active compounds read high. 310,000 tested, 0.49% active. AID 2237, 2010. Short transient receptor potential channel 4 (Mus musculus), Q9QUQ5. B-score at 10 µM;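 active means B-score above 5 SD of library B-scores, and initial fluorescence ratio not above library mean plus 5 SD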;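 further: positive B-score marks a calcium rise read as TRPC4 activation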
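Assay system: HEK293 cells stably co-expressing mouse TRPC4beta and mu-opioid receptor / Timing: Fluo4 dye loading 45 min at room temperature, 110 s recording / Signal: Fluo4 calcium-sensitive dye fluorescence, kinetic, 1 Hz baseline / Read-out: integrated baseline-normalised fluorescence ratio, converted to per-well B score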
ANO1 activ: TMEM16A chloride channel activators or potentiators, primary screen, cell-based, HTS | Anoctamin-1 (Mus musculus), Q8BHY3 | HEK293 TMEM16A/YFP-H148Q/I152L, iodide quench fluorescence; active compounds read low | B-score at 10 µM | 340,000 tested, 0.3% active | AID 623877, 2012;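 active means fluorescence-ratio B-score plate-corrected deviation score at least 3 library SD below zero, with starting fluorescence score within 5 deviations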;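 further: channel opened by trigger with iodide after compound preincubation; score built on the fluorescence ratio of max minus min over baseline; more negative score means more quench and so TMEM16A activation or potentiation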
KCNK9 inh: KCNK9 potassium channel inhibitors, primary screen, HEK293 cells, thallium flux; 310,000 tested, 1.2% active; Potassium channel subfamily K member 9 (Homo sapiens), Q9NPC2; FluxOR thallium flux fluorescence; active compounds read low; B-score at 10 µM;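 active means ratio B-score over 3 SD below the library mean, with starting fluorescence within 5 SD of its mean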;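 further: negative B-score means less thallium flux so channel inhibition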
HDAC3 inhib: HDAC3 deacetylase inhibitors, primary screen, biochemical, fluorescence, cell-free homogeneous; Histone deacetylase 3 (Homo sapiens), O15379; recombinant HDAC3, fluorogenic peptide/trypsin coupled; inhibition, % at 8.3 µM; 320,000 tested, 0.15% active; AID 2718, 2010; in the data active means inhibition above about 26%, passing the limit was not always enough; inconclusive means no clear call, values can overlap the other calls
ANO1 block: TMEM16A chloride channel inhibitors, primary screen, cell-based, HTS; Anoctamin-1 (Mus musculus), Q8BHY3; HEK293 TMEM16A/YFP iodide influx fluorescence, ionomycin; AID 588511, 2011; 310,000 tested, 1.2% active; normalized B-score (activity score, 25-100; higher = stronger inhibition) at 10 µM;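 active means ratio plate-corrected score three or more library SD toward inhibition, starting fluorescence score within five deviations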;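 further: score derived from kinetic fluorescence span divided by baseline fluorescence per well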
hERG rescue: hERG rescue from dofetilide block, primary screen, cell-based, CHO-hERG, FluxOR thallium flux, dofetilide IC70. Voltage-gated inwardly rectifying potassium channel KCNH2 (Homo sapiens), Q12809. dofetilide IC70 present. activation (rescue from dofetilide block), less the hit threshold, % at 10 µM. 310,000 tested, 0.51% active;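 active means activation above the mean of controls blocked by dofetilide plus 5 SD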;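 further: thallium influx through hERG after potassium depolarization seen as dye fluorescence rise; in these data hits start at about 4.7%; inactives centre near -7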
Target sequence (Q12809 whole entry, looked up): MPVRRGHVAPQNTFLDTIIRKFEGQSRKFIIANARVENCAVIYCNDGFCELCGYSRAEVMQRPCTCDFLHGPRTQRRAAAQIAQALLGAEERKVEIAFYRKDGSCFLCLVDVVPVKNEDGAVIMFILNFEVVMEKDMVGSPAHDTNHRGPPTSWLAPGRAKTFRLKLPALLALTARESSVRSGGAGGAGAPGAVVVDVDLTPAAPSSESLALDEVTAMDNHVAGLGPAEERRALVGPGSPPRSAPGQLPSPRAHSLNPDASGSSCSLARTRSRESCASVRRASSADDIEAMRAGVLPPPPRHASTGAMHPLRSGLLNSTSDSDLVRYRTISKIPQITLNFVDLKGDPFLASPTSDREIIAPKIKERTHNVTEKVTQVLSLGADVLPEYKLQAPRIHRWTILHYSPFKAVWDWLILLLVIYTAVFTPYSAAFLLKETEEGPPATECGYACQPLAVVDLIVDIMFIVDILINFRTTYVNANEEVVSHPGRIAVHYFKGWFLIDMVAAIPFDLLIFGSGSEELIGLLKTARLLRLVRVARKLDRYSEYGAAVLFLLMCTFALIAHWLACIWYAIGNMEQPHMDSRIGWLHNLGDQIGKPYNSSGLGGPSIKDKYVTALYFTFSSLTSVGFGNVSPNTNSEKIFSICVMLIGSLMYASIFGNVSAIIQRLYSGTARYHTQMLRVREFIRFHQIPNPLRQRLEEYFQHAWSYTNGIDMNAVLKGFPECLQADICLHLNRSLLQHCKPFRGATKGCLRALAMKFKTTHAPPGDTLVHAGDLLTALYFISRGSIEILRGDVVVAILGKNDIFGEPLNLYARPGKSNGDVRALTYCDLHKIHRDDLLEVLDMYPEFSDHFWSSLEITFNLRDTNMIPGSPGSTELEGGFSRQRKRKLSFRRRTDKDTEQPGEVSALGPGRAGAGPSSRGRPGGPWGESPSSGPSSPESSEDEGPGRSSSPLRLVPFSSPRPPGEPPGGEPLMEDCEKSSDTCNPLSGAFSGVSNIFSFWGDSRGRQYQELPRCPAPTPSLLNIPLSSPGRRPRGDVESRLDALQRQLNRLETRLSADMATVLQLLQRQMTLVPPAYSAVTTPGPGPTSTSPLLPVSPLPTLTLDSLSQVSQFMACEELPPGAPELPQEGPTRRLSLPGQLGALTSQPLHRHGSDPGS
KCNK3 block: human KCNK3 channel inhibitors, primary screen, CHO cells, FluxOR thallium flux, B-score; FluxOR fluorescence; active compounds read low; B-score at 10 µM; 340,000 tested, 0.84% active;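 active means B-score under library mean minus 4 SD, starting fluorescence ratio at most library mean plus 5 SD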;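 further: more negative B-score means stronger inhibition of thallium flux through KCNK3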
TRPC4 PAM: positive allosteric modulators of TRPC4, primary screen, cell-based, mouse TRPC4beta, HEK293 mu-opioid, Fluo-4 calcium | Short transient receptor potential channel 4 (Mus musculus), Q9QUQ5 | DAMGO EC20, Fluo-4 Ca2+ flux; active compounds read high | B-score at 10 µM | 310,000 tested, 0.42% active | AID 2227, 2009;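 active means B-score of calcium response area above 5 SD of library B-scores, with initial fluorescence ratio within 5 SD of library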;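 further: B-score of integrated fluorescence ratio over time as area under calcium response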
DYRK1A inh: rat Dyrk1A kinase inhibitors, primary screen, biochemical, single point, plate reader | 310,000 tested, 0.43% active | ADP-Glo luminescence, NFATc1 peptide | inhibition, % at 12.5 µM | AID 504441, 2011 | Dual specificity tyrosine-phosphorylation-regulated kinase 1A (Rattus norvegicus), Q63470; in the data active means inhibition above about 50%;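 further: plate controls were vehicle with enzyme for no effect and no enzyme for full effect; many of its hits are not listed in these tables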
* hit, by the source's call; i = inactive; ? = inconclusive; / = not tested or not shown.

cpd	SMILES	ANO1 block	KCNQ1 block	DYRK1A inh	ANO1 activ	KCNK9 inh	TRPC4 act	KCNQ1 pot	KCNK3 block	HDAC3 inhib	hERG rescue	TRPC4 PAM
1	O=C(Cn1cccn1)N1CCCC(N2CCN(c3cccc(C(F)(F)F)c3)CC2)C1 (stereo not drawn)	/	i	-7	i	i	i	i	i	/	-4	i
2	CN1C(=S)SC(N2OC3C(=O)N(c4ccccc4)C(=O)C3C2c2ccccc2)C1(C)C (stereo not drawn)	i	i	/	/	i	i	i	/	-5	-8	i
3	O=C(COC(=O)c1cnccn1)NCc1ccc(Cl)cc1	i	i	1	i	i	i	i	i	0	-18	i
4	O=C(NCC1CCCN(Cc2cccc(C(F)(F)F)c2)C1)c1ccc(F)cc1 (stereo not drawn)	i	i	19	i	i	i	i	i	-1	-11	i
5	S=c1[nH]cnc2sc(-c3ccccc3)cc12	i	i	4	i	i	i	132*	i	-1	19*	i
6	CCOC(=O)CCNC(=O)N1CCC(CCC(=O)NCc2ccc(F)cc2)CC1	i	i	-4	i	i	i	i	i	-2	-6	i
7	CCOC(=O)Nc1ccc(S(=O)(=O)Nc2nccc(C)n2)cc1	i	i	-1	i	i	i	i	i	-1	-14	i
8	CCOC(=O)C1=C(C)NC(=O)NC1c1cccc(O)c1 (stereo not drawn)	i	i	3	i	i	i	i	i	4	-5	i
9	COC(=O)c1ccc(NC(=O)C(=O)c2c[nH]c3ccccc23)cc1	i	i	/	i	i	i	i	i	-4	-9	i
10	COc1ccccc1N1CCN(C(=O)CCCn2nc(C)c([N+](=O)[O-])c2C)CC1	i	i	-4	i	i	i	i	i	-6	-18	i
11	COc1ccccc1NC(=O)CSc1nc2nccnc2c(=O)n1Cc1cccs1	i	i	5	i	i	i	i	i	-6	-11	i
12	Cc1cc(C)nc(SCc2nnc(SCC(=O)Nc3nccs3)n2Cc2ccco2)n1	i	i	-3	i	i	i	i	i	-5	-7	i
13	CC(=O)c1cccc(-n2c(CCC(=O)O)ccc2-c2ccc(C)cc2)c1	i	i	-4	i	-15*	i	i	i	9	2	i
14	Cc1ccc(S(=O)(=O)NC(=O)Nc2nc(-c3ccc(F)c(F)c3)cs2)cc1	i	i	12	i	i	i	i	i	6	-15	i
15	CN(C)c1cccc(NC(=O)CCc2ccccc2)c1	i	i	0	i	i	i	i	i	4	-8	i
16	COCC(=O)Nc1ccc(Br)c(C)c1	i	i	-7	i	i	i	i	i	4	-3	i
17	CC(C(N)=O)N1C(=O)c2cccc3cccc1c23 (stereo not drawn)	i	i	25	i	i	i	i	i	?	-1	i
18	CN(CC(=O)Nc1ccc(Cl)cc1)CC(=O)Nc1ccc(C(N)=O)cc1	i	i	-2	i	i	i	i	i	2	-2	i
19	O=C(NCCN1CCOCC1)c1ccc(Cl)c(Cl)c1	i	i	10	i	i	i	i	i	2	-2	i
20	CCCc1ccc(S(=O)(=O)N/N=C(/C)c2ccc3c(c2)OCO3)cc1	i	i	-1	i	i	i	i	i	6	-11	i
21	COCCn1nnnc1CN(CCc1ccccc1)Cc1cc2ccc(C)cc2[nH]c1=O	i	i	-1	i	i	i	i	i	4	-10	i
22	COC(=O)c1cc(COC(=O)c2nc3nccc(C)n3n2)oc1C	i	i	1	i	i	i	i	i	5	-2	i
23	Cc1cccc(N(C(=O)c2csnn2)C(C(=O)NC(C)(C)C)c2cccs2)c1 (stereo not drawn)	i	i	/	i	i	i	i	i	2	1	i
24	C=CCn1c(SC)nnc1-c1ccc2ncccc2c1	i	i	/	i	i	i	i	i	1	-7	i
25	O=C(Nc1ccc(NC(=O)C2CCCCC2)nc1)c1cccc(F)c1	/	i	-1	i	i	i	i	i	/	-7	i

Complete entries, quoted from the list.
`Cc1ccc(S(=O)(=O)NC(=O)Nc2nc(-c3ccc(F)c(F)c3)cs2)cc1` is listed with ANO1 block = i; KCNQ1 block = i; DYRK1A inh = 12; ANO1 activ = i; KCNK9 inh = i; TRPC4 act = i; KCNQ1 pot = i; KCNK3 block = i; HDAC3 inhib = 6; hERG rescue = -15; TRPC4 PAM = i
`O=C(Cn1cccn1)N1CCCC(N2CCN(c3cccc(C(F)(F)F)c3)CC2)C1` (stereo not drawn) is listed with ANO1 block = /; KCNQ1 block = i; DYRK1A inh = -7; ANO1 activ = i; KCNK9 inh = i; TRPC4 act = i; KCNQ1 pot = i; KCNK3 block = i; HDAC3 inhib = /; hERG rescue = -4; TRPC4 PAM = i

Other entries.
cpd	SMILES	ANO1 block	KCNQ1 block	DYRK1A inh	ANO1 activ	KCNK9 inh	TRPC4 act	KCNQ1 pot	KCNK3 block	HDAC3 inhib	hERG rescue	TRPC4 PAM
26	Cc1ccccc1C(=O)NC(NC(=S)Nc1ccc(S(N)(=O)=O)cc1)C(Cl)(Cl)Cl (stereo not drawn)	i	i	11	i	i	i	i	i	2	-10	i
27	CCn1nnnc1-c1ccc(OC)c(S(=O)(=O)NCCc2ccccc2)c1	i	i	-7	i	i	i	i	i	-15	-11	i
28	CC(C)N(Cc1cn(C)nc1-c1cccc(Cl)c1)Cc1nccn1C	i	i	0	i	i	i	i	i	1	-7	i
29	Cc1c(Cl)cccc1NC(=O)CN1CCC(NC(=O)C2CCCCC2)CC1	i	i	-4	i	i	i	i	i	4	-12	i
30	CC(NC(=O)c1cc2c(s1)CS(=O)(=O)C2)c1ccccc1 (stereo not drawn)	i	i	-2	i	i	i	i	i	0	-10	i
31	COC(=O)C(C)Oc1ccc(-c2nccc(-c3ccccn3)n2)cc1 (stereo not drawn)	i	i	4	i	i	i	i	i	1	-5	i
32	N#Cc1cc2c(nc1SCC(=O)Nc1sc3c(c1C#N)CCC3)CCCCC2	i	i	1	i	i	i	i	i	-4	-12	i
33	CC(=O)N/C(=C\c1ccc(Cl)cc1)C(=O)O	i	i	/	i	i	i	i	i	-6	-8	i
34	COc1ccc(CNC(=O)Cn2cc([N+](=O)[O-])cn2)cc1	i	i	-7	i	i	i	i	i	-3	0	i
35	CC(C)CCC(=O)N1CCC(N2CCC(C(=O)NCc3ccccn3)CC2)CC1	i	i	-7	i	i	i	i	i	0	-5	i
36	COc1cc2[nH]c(=S)nc(NCc3cccnc3)c2cc1OC	i	i	-5	i	i	i	i	i	0	-5	i
37	CCN1C(=O)C(CC(=O)Nc2ccc(OC)cc2)N(CCN2CCOCC2)C1=S (stereo not drawn)	i	i	12	i	i	i	i	i	1	-4	i
38	CCOc1cc(C(=O)CCC(=O)OCC(=O)Nc2ccc(C)c(S(=O)(=O)N(C)C)c2)ccc1O	i	i	/	i	i	i	i	i	4	-9	i
39	CCOC(=O)CCSc1nnc(-c2cccnc2)n1-c1ccccc1OC	i	i	5	i	i	i	i	i	4	-9	i
40	Cc1occc1C(=O)Nc1cc(=O)n(C)c(=O)n1C	i	i	3	i	i	i	i	i	2	-4	i
41	COc1ccc(N(C)C(=O)CC2(CC(=O)O)CCCCC2)cc1	i	i	-3	i	i	i	i	i	-8	0	i
42	COc1ccc(N2C(=O)NC(NS(=O)(=O)c3ccc(NC(C)=O)cc3)(C(F)(F)F)C2=O)cc1 (stereo not drawn)	i	i	/	i	i	i	i	i	1	-8	i
43	COC(=O)c1ccc(Sc2ccccc2NS(=O)(=O)c2ccc(OC)cc2)nc1	i	i	1	i	i	i	i	i	-3	-9	i
44	CN(C)c1nc(N)nc(CSc2nnnn2-c2ccc(F)cc2)n1	i	i	0	i	i	i	i	i	3	-8	i
45	CC1(C)CC(C(=O)Nc2ccccc2)C(=O)O1 (stereo not drawn)	i	i	8	i	i	i	i	i	0	-8	i
46	COc1ccc(OCC(O)CNC(=O)c2ccccc2C(=O)O)cc1 (stereo not drawn)	i	i	-8	i	i	i	i	i	-2	2	i
47	CC(C)(C)P(=O)(CO)c1ccccc1 (stereo not drawn)	i	i	6	i	i	i	i	i	5	-11	i
48	O=C(CNC(=O)COc1ccccc1)NCc1ccccc1F	i	i	-2	i	i	i	i	i	-5	-5	i
49	COc1ccc(S(=O)(=O)N(C)CC(=O)N2CCN(C)CC2)cc1C	i	i	-4	i	i	i	i	i	4	-10	i
50	Cc1ccc(N/C(CSC(N)=O)=N\S(=O)(=O)c2ccc(C)cc2)cc1	i	i	-1	i	i	i	i	i	1	-5	i
51	Cn1c(CNC(=O)c2ccco2)nnc1SCC(=O)N1c2ccccc2Sc2ccccc21	i	i	0	i	i	i	i	i	1	-5	i
52	Cc1ccc(N(CC(=O)NCc2ccccc2)C(=O)CCC(=O)Nc2ccccn2)cc1	i	i	-5	i	i	i	i	i	1	-4	i
53	Cc1ccccc1-c1ccc(C(=O)Nc2cccc(F)c2)o1	i	i	0	i	i	i	i	i	-3	-9	i
54	CC(C)c1nc(SCC(=O)Nc2ccc(C(=O)O)cc2)c2c3c(sc2n1)CCCC3	i	i	0	i	i	i	i	i	2	-2	i
55	Cc1cc(OCCN2CC(C)OC(C)C2)ccc1[N+](=O)[O-] (stereo not drawn)	i	i	-2	i	i	i	i	i	3	-15	i
56	CC(=O)N1CCc2cc(S(=O)(=O)NCCN3CCC(C)CC3)ccc21	i	i	-4	/	i	i	i	i	9	-8	i
57	CC(=O)c1cccc(N(CC(=O)N2CCCC2)S(C)(=O)=O)c1	i	i	-5	i	i	i	i	i	-13	-2	i

Compound activity from PubChem.

The list is partial; rates above refer to the full screens.
